# Screening results as filed in PubChem.
# S3 lipid droplet: qHTS Assay for Lipid Storage Modulators in Drosophila S3 Cells; Drosophila S3 cells, BODIPY lipid droplet fluorescence, 18-24 h; cells fed with added oleic acid; Potency in µM for hits, for the others lipid storage change, negative = inhibition, % at the top dose, mostly 46.1 µM; 0.64% of 320,000 active; active means well fitted inhibition curve with a large enough effect in the signal ratio, with a control signal flat, not every such curve was filed as active; inconclusive means small, poorly fitted or top-dose-only effect, or effect the other way, or a change in a side signal; the % refers to the signal ratio
#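 Drosophila S3 cells loaded with oleic acid (400 uM, as added) and compounds at several concentrations; lipid droplets imaged by 488-nm laser-scanning cytometry, 500–530 nm intensity and object ratio to cell channel. Percent activity normalized to 20 uM Triacsin C.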
# S3 lipid droplet cell count max: second read-out of S3 lipid droplet, no call of its own (marks repeat the call); cell number change, %; measured here: cell count max response;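 cells counted by Cell Tracker Red CMTPX staining in the red channel; peak over a dose series mostly up to 46.1 µM; percent activity relative to internal control wells on each plate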
# * marks the source's active call; other numbers are inactive results; i = inactive; u = inconclusive; x = no result given; [ ] = dose if it differs, or a comment. On the % scale 0 is the no-effect control and ±100 the full control effect; potency means the concentration at half of the fitted maximal effect. An excerpt; rates above refer to the full screens.
# The line under a structure holds: S3 lipid droplet cell count max, S3 lipid droplet
- CN(C)c1nc(N/N=C/c2ccccc2O)nc(Nc2ccc(F)cc2)n1
    -24, 2%
- Cc1csc(N(C(=O)c2ccccc2F)c2ccccc2)n1
    x, u
- CCOC(=O)C1CCN(c2c(NCCN3CCCCC3C)c(=O)c2=O)CC1 (stereo not drawn)
    -16, -9%
- O=c1c2c3c(sc2nc2n1CCC2)CCC3
    x, u
- O=S(=O)(Nc1ccccn1)c1ccc(Cl)c2ccccc12
    24, 14%
- COc1ccc(CNC(=O)CN2CCN(c3ccccc3O)CC2)cc1OC
    22, 11%
- CC(C)C(NC(=O)C(NC(=O)C1O[C@@H]2OC(C)(C)O[C@@H]2[C@H]2OC(C)(C)O[C@@H]12)C(C)C)C(=O)O (stereo partly drawn)
    x, u
- N=c1oc2ccccc2cc1-c1nc2ccccc2c(=O)[nH]1
    x, u
- O=c1cc(-c2ccccc2)[nH]n2cnnc12
    9, -4%
- CC(=O)Nc1ccc(NC(=O)CCCN2C(=O)c3ccccc3C2=O)cc1
    -9, 14%
- COc1ccc(-c2cn3cccc(C)c3n2)cc1F
    -13, -7%[9.22 µM]
- CC(=O)c1nnn(-c2cccc([N+](=O)[O-])c2)c1C
    6, 3%
- O=[N+]([O-])c1cccc(/C=N/Nc2ncc(Br)cn2)c1
    -11, 16%
- CCOc1ccccc1NC(=O)CN1CCc2ccccc2C1
    -38, i
- Cc1cc2oc(=O)c(CC(=O)NCCCN(C)C)c(C)c2c2occ(C(C)(C)C)c12
    x, u
- CCOC(=O)CCNCc1ccc(F)cc1
    x, u
- CCOC(=O)N1N=C(CC)CC1(O)C(F)(F)F (stereo not drawn)
    9, 11%
- COc1ccc(C(=O)C2CCN(C(=S)NCCc3ccc(OC)c(OC)c3)CC2)cc1
    5, 11%
- CCC(C)OC(=O)C1=C(C)O[C@]23OC(N)=C(C#N)[C@]12C(=O)c1ccccc13 (stereo partly drawn)
    -19, -1%
- Cn1c(C(=O)Nc2ccc3c(c2)OCCO3)cc2c(=O)n(C)c3ccccc3c21
    x, u
- CSCCC(NC(=O)c1ccco1)C(=O)O (stereo not drawn)
    x, u
- CCOC(=O)c1c(NC(=O)Cn2nnc(-c3ccc(Cl)cc3)n2)sc(C)c1C
    x, u
- COc1ccc(C2CC(=O)C(C=NCCCO)=C(O)C2)cc1 (stereo not drawn)
    -4, 63%
- Cc1ccc(-c2cc3onc(-c4ccccc4)c3c(=O)n2C)cc1
    x, u
- CCc1ccc(C(O)(c2ccccc2OC)C(CN2CCOCC2)c2ccccc2)cc1 (stereo not drawn)
    10, 9%
- CCN(CC)S(=O)(=O)c1ccc(OC)c(NC(=O)c2ccc([N+](=O)[O-])cc2)c1
    13, 1%
- O=C(O)c1ccccc1C(=O)Nc1ccccc1[N+](=O)[O-]
    1, -8%
- CCOc1ccc(/C=N/NC(=O)C(=O)NCc2ccco2)cc1
    -11, -3%
- COc1ccc(CC(=O)Nc2nc(C)cs2)cc1OC
    x, u
- CCOC(=O)c1ccc(Nc2sc(C(=O)c3cccc([N+](=O)[O-])c3)c(N)c2C#N)cc1
    11, 8%

# Record cards, from the list above. Order of screens: S3 lipid droplet cell count max | S3 lipid droplet
# COc1ccc(CNC(=O)CN2CCN(c3ccccc3O)CC2)cc1OC reads 22 | 11%
# CC(=O)Nc1ccc(NC(=O)CCCN2C(=O)c3ccccc3C2=O)cc1 reads -9 | 14%

# Next section
# The line under a structure holds: S3 lipid droplet cell count max, S3 lipid droplet
- CCCCNC(=O)N1CCN(C(=O)C2CCCO2)CC1 (stereo not drawn)
    x, u
- CCCCc1nccn1CCn1ccnc1CCCC
    x, i
- Cc1nc(SC2CC(=O)N(c3cc(Cl)cc(Cl)c3)C2=O)nc2c1CCCC2 (stereo not drawn)
    8, i
- NC1=NC[C@H](Cc2ccccc2)N1CCc1cc(C(F)(F)F)cc(C(F)(F)F)c1
    x, u
- Cc1cc(C)c(-n2nnnc2SC(C)C)c(C)c1
    x, u
- c1ccc(-c2nc(N3CCOCC3)sc2-c2ccccc2)cc1
    x, u
- CNc1c(NS(=O)(=O)c2cc(NC(C)=O)ccc2C)c(=O)oc2ccccc12
    x, u
- N#C/C(=C\c1cn(CCOc2ccccc2)c2ccccc12)C(=O)NCc1ccco1
    x, u
- COC(=O)C(O)(CC(=O)Nc1cc(OC)c(OC)c(OC)c1)C(F)(F)F (stereo not drawn)
    x, u
- CC(=O)c1cccc(NC(=O)C(C)OC(=O)Cc2n[nH]c(=O)c3ccccc23)c1 (stereo not drawn)
    -23, 2%
- COc1ccc(N=C2SC(CC(=O)Nc3ccccc3)C(=O)N2CC2CCCO2)cc1 (stereo not drawn)
    x, u
- CC1CCOC2(O1)C(=O)Nc1ccccc12 (stereo not drawn)
    x, 9%
- COc1ccc(C(=O)O)cc1S(=O)(=O)N1CCN(c2ccccn2)CC1
    2.8*, 0.82µM*
- CCN(CC)S(=O)(=O)c1cccc(-c2n[nH]c(=S)n2/N=C/c2ccc(Br)cc2)c1
    11, i
- COc1ccc(CN2CCn3ncc(C(=O)Nc4ccc(Cl)cc4Cl)c3C2=O)cc1
    x, u
- CCOC(=O)c1c(-c2ccc(C)o2)csc1NC(=O)CSc1nncs1
    x, u
- Fc1ccc2c(-c3cccc(C(F)(F)F)c3)c(-c3ccccc3)ncc2c1
    x, u
- CCn1c(=O)c(C(=O)CN2CCc3ccccc32)c(N)n(Cc2ccccc2)c1=O
    1, 0%
- CCSc1n[nH]c2nc3c(c(=O)n12)C1(CCCCC1)Cc1ccccc1-3
    14, 24%
- CCN1C(=O)[C@H]2[C@@H](c3ccc(C)cc3)N3C(=O)N(c4ccc(C(F)(F)F)cc4)C(=O)[C@@]3(CC(C)C)[C@H]2C1=O
    11*, 18µM*
- CCOc1ccc(N=Nc2c(=O)[nH]n3c(C)cc(C)nc23)cc1
    x, 19%
- O=C(Nc1ncc(Cc2ccccc2Cl)s1)C1=NCCN1
    -22, -2%
- CCCn1nc(C(=O)Nc2ccc(N3CCOCC3)cc2)c2ccccc2c1=O
    x, u
- Cc1c(NC(=O)NC(C)N2C(=O)C3C4C=CC(C4)C3C2=O)c(=O)n(-c2ccccc2)n1C (stereo not drawn)
    -12, -4%
- CC1C(=O)N2CCCc3cc(NC(=O)C(=O)NCc4ccccn4)cc1c32 (stereo not drawn)
    23, -11%[0.0737 µM]
- CCN(CC)S(=O)(=O)c1cc(NC(=O)C(C)N(C)CC(=O)Nc2c(C)cccc2C)ccc1C (stereo not drawn)
    0, 4%
- Cn1c(SCc2ccc(Br)cc2)nc2c(c1=O)SCC2
    x, u
- N#Cc1ccccc1NC(=O)COC(=O)CSc1nc2ccccc2o1
    x, u
- O=C(CNC(=O)c1ccccc1F)Nc1ccc2c(c1)CCC2
    1, 22%
- Cc1cc(C)n2nc(-c3cnn(C)c3C(F)(F)F)c(Cl)c2n1
    1, -11%

# In the list so far, 4 have a cyano group:
# The line under a structure holds: S3 lipid droplet cell count max, S3 lipid droplet
- CCC(C)OC(=O)C1=C(C)O[C@]23OC(N)=C(C#N)[C@]12C(=O)c1ccccc13 (stereo partly drawn)
    -19, -1%
- CCOC(=O)c1ccc(Nc2sc(C(=O)c3cccc([N+](=O)[O-])c3)c(N)c2C#N)cc1
    11, 8%
- N#C/C(=C\c1cn(CCOc2ccccc2)c2ccccc12)C(=O)NCc1ccco1
    x, u
- N#Cc1ccccc1NC(=O)COC(=O)CSc1nc2ccccc2o1
    x, u

# Continuation.
# The line under a structure holds: S3 lipid droplet cell count max, S3 lipid droplet
- O=C(CSc1nc2ccccc2o1)N/N=C/c1ccco1
    x, u
- CN1CCN(c2nc3ccccc3nc2C(C#N)C(=O)OC2CCCCC2)CC1 (stereo not drawn)
    -12, 13%
- COP(=O)(OC)c1nc(-c2ccccc2)oc1NCc1ccccc1
    0, 17%
- Cc1cc(NC(=O)C(C)SCC(=O)Nc2cc(Cl)ccc2N2CCN(C)CC2)no1 (stereo not drawn)
    x, u
- O=C(CCc1ccccc1)NC(=S)Nc1ccccc1[N+](=O)[O-]
    x, u
- CNS(=O)(=O)c1cccc(C(=O)OCC(=O)c2c(N)n(C)c(=O)n(C)c2=O)c1
    x, 12%
- Cc1cc(C)cc(NS(=O)(=O)c2ccc(-c3cnc(C4CC4)o3)cc2)c1
    -23, i
- COc1ccc(S(=O)(=O)Cc2ccc(C(=O)NCCc3ccc(S(N)(=O)=O)cc3)o2)cc1
    x, u
- CCOC(=O)CSC1=N/C(=C\c2cccnc2)C(=O)N1c1ccc(OC)cc1
    2, 18%
- O=C(NCC1CCCO1)c1ccc(COc2ccccc2Br)cc1 (stereo not drawn)
    x, u
- COc1ccc(/C=N/Nc2cc(C)nc(NS(=O)(=O)c3ccc(C)cc3)n2)cc1
    -1, 4%
- CC(Sc1cnccn1)C(=O)O (stereo not drawn)
    -5, -23%
- Cc1cccc(N2CCN(C(=O)C3CCN(S(=O)(=O)N4CCOCC4)CC3)CC2)c1C
    -11, 11%
- Cc1cccc(NC(=S)N(Cc2cccs2)Cc2cc3cc(C)cc(C)c3[nH]c2=O)c1
    -9, 6%
- Cc1ccccc1NC1=NC(=S)N(c2ccccc2)C12CCOC(C)(C)C2 (stereo not drawn)
    -15, 4%
- Cn1cc(C(=O)N/N=C/C(Br)=C/c2ccccc2)ccc1=O
    1, -6%
- CC1=CC(C)(C)N2C(=O)C3(NCCc4c3[nH]c3ccccc43)c3cc(C)cc1c32 (stereo not drawn)
    x, u
- Cc1ccccc1CSCCNC(=O)c1ccc(N(C)S(=O)(=O)c2ccccc2)cc1
    6, -27%
- CC(=O)c1sc(NC(=O)CN2C(=O)C3CC=CCC3C2=O)nc1-c1ccccc1 (stereo not drawn)
    27, 22%
- COCCCNC(=O)CN1CCN(Cc2ccccc2Cl)C1=O
    x, u
- COc1cccc(C2/C(=C(/O)c3ccc4c(c3)OCO4)C(=O)C(=O)N2CCN2CCOCC2)c1 (stereo not drawn)
    26, -7%
- Cc1ccc(-c2cc(C(=O)OCn3nnc4ccccc4c3=O)c3ccccc3n2)cc1
    x, u
- CC(C)(C)c1ccc(C(=O)N2CCC3(CC2)NCCc2[nH]cnc23)cc1
    22, i
- Cc1ccnc(NC(=S)NC(=O)/C=C/c2ccccc2)c1
    x, u
- CCOC(=O)c1c(NC(NC(C)=O)C(Cl)(Cl)Cl)sc(C(C)=O)c1C (stereo not drawn)
    x, -5%
- COc1cc(C(c2c(C)[nH][nH]c2=O)c2c(C)[nH][nH]c2=O)ccc1OS(=O)(=O)c1ccccc1
    -4, 17%
- COCCN(CCOC)S(=O)(=O)c1ccc(C(=O)Nc2nnc(C3CC3)o2)cc1
    x, u
- O=c1[nH]c2ccccc2nc1NCc1ccccc1
    -16, 0%
- c1cc(-c2nnc(-c3ccncc3)o2)ccn1
    12, 1%[9.22 µM]
- Cc1c(/C=N/NC(=O)CNc2ccccc2)c2ccccn2c1C(=O)c1ccncc1
    -1, 3%

# The line under a structure holds: S3 lipid droplet cell count max, S3 lipid droplet
- COc1ccc(N2CCN(CC(=O)Nc3sccc3C#N)CC2)cc1
    x, u
- CCN(CC(=O)NCc1cccs1)C(=O)/C=C/c1cccc(Br)c1
    x, u
- N#Cc1ccccc1NC(=O)CNc1ccc(Cl)c(C(F)(F)F)c1
    10, 5%
- CC(CCc1ccccc1)NC(=O)C1CCCN(c2nnc(-n3cccc3)s2)C1 (stereo not drawn)
    -5, -9%
- Cc1c(Nc2scc(-c3ccccc3)[n+]2-c2ccccc2)c(=O)n(-c2ccccc2)n1C
    x, u
- CCOc1ccc(-c2noc(CCC(=O)NCC3CCCO3)n2)cc1OC (stereo not drawn)
    x, u
- CC(CCc1ccccc1)NC(=O)COC(=O)c1ccc(S(C)(=O)=O)c([N+](=O)[O-])c1 (stereo not drawn)
    x, u
- Oc1ccccc1N1CCN(C(=S)Nc2ccc(SC(F)F)cc2)CC1
    x, u
- Cc1ccccc1OCC(=O)Nc1ccncc1
    x, u
- COc1ccc(C(=O)Nc2ccc(Cl)cc2C(=O)N2CCCC(C)C2)cc1OC (stereo not drawn)
    x, u
- CCN(CC(=O)Nc1sc2c(c1C#N)CCC(C)C2)Cc1nc2ccccc2c(=O)[nH]1 (stereo not drawn)
    x, u
- O=C(NC1CCCCC1)Oc1ccccc1
    8, 0%
- Cc1cc(Cl)ccc1NC(=S)NCCCO
    x, u
- O=[N+]([O-])c1ccc(C2=NCCO2)cc1
    20, 8%
- COc1ccc(C2(CNC(=O)CCC(=O)O)CCCC2)cc1
    x, u
- CCOc1nc2cnccc2n(CC(=O)Nc2ccccc2F)c1=O
    -9, i
- Cc1ccc(OCC(=O)NCCNC(=O)c2ccncc2)cc1C
    12, i
- COC(=O)C1(C(C[N+](=O)[O-])c2ccc(C)cc2)C(=O)NCC1c1ccco1 (stereo not drawn)
    x, u
- CCOC(=O)N1CCN(C(=O)c2ccc3c(c2)N=C(C)c2cc(Cl)ccc2S3)CC1
    12, i
- Cc1sc2ncnc(N3CCC(C(=O)Nc4sc5c(c4C(N)=O)CCC(C)C5)CC3)c2c1C (stereo not drawn)
    -10, -3%

# As a working copy, some entries already given:
# The line under a structure holds: S3 lipid droplet cell count max, S3 lipid droplet
- COC(=O)C1(C(C[N+](=O)[O-])c2ccc(C)cc2)C(=O)NCC1c1ccco1 (stereo not drawn)
    x, u
- CCOC(=O)N1CCN(C(=O)c2ccc3c(c2)N=C(C)c2cc(Cl)ccc2S3)CC1
    12, i
- Cc1sc2ncnc(N3CCC(C(=O)Nc4sc5c(c4C(N)=O)CCC(C)C5)CC3)c2c1C (stereo not drawn)
    -10, -3%
